High-throughput results deposited in PubChem by several laboratories.
K1F lysis inhibition: inhibition of K1F phage lysis, E. coli UTI89, bacterial capsule biogenesis inhibitors, alamar blue (AID 488966); inhibition, % at 100 µM, or IC50 in µM where a hit was titrated; E. coli UTI89 K1F phage lysis, alamar blue, 2 h; higher % means a stronger effect; actives 0.02% (n = 340,000);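 active = phage lysis inhibition, versus mean bacterial control, above a set limit; inconclusive = no clear call, values can overlap the other calls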;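 note: capsule biogenesis inhibitors block K1F phage lysis so surviving cells raise fluorescence; higher fluorescence means more inhibition of phage lysis; actives were called in the ten point dose series up to 300 µM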
AID2073: inhibitors of Mint1-CaV2.2 protein interaction, biochemical, HTRF (AID 2073); Voltage-dependent N-type calcium channel subunit alpha-1B (Homo sapiens); HTRF protein-protein interaction, Mint1-CaV2.2; higher % means a stronger effect; inhibition, % at 20 µM; hits with a dose series show IC50 in µM; actives 0.19% (n = 290,000); in the data active = inhibition mostly above about 51%, no sharp cut-off; inconclusive = no clear call, values can overlap the other calls; inactive = mostly below about 53%; note: some results filed as inactive read as strong as hits
SIAH1 antagonists: Siah-1 peptide-binding antagonists, primary screen, biochemical, fluorescence polarization, rhodamine-plectin, uHTS (AID 1817). Siah-1 / rhodamine-plectin peptide fluorescence polarization; higher % means a stronger effect. displacement, % at 20 µM, or IC50 in µM where a hit was titrated. actives 0.02% (n = 290,000);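 active = displacement of at least 50% at 20 µM, with a fluorescence ratio check between 0.3 and a set limit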;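 note: plate controls were Siah plus tracer with DMSO for no effect and tracer alone without Siah for full effect; strong numbers were not always called active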
NTR1 ag: agonists of NTR1, primary screen, imaging, U2OS cells, beta-arrestin-GFP, high content (AID 493036); Neurotensin receptor type 1 (Homo sapiens), P30989; NTR1-U2OS beta-arrestin-GFP spot imaging, agonist mode; activation, % at 20 µM; actives 0.17% (n = 330,000);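 active = activation at or above 40% of the spot to cytoplasm intensity ratio, with at least 20 cells analyzed; inconclusive = wells under 20 cells, flagged as cytotoxic or low count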;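 note: 0% = DMSO without peptide and 100% = 100 nM NTR1 peptide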
Target sequence (P30989 whole entry, looked up): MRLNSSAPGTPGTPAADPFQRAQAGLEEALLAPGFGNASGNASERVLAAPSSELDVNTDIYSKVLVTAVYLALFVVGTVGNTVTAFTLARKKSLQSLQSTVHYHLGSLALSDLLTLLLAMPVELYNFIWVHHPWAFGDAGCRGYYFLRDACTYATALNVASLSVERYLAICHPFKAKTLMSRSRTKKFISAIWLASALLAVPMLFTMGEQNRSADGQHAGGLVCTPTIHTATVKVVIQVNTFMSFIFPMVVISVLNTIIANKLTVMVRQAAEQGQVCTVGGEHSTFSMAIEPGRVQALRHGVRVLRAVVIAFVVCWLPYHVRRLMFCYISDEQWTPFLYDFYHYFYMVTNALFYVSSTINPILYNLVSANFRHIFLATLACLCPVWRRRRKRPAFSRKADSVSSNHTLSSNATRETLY
RSV antiviral HEp-2: RSV antiviral activity via CPE protection, HEp-2 cells, primary 10 µM value included (AID 2391); HEp-2 cells, RSV-induced CPE inhibition; higher % means a stronger effect; CPE inhibition, % at 10 µM, or IC50 in µM where a hit was titrated; actives 0.13% (n = 310,000); in the data active = a potency from the dose series; inconclusive = CPE inhibition mostly from about 23% at the one dose, without a potency; inactive = the rest, 99 in 100 with CPE inhibition below about 21%; note: strong numbers were not always called active
Large T inhibition: SV40 large T antigen inhibitors, biochemical (AID 1903). SV40 large T antigen ATPase/helicase inhibition assay; higher % means a stronger effect. inhibition, % at 20 µM; hits with a dose series show IC50 in µM. actives 0.39% (n = 310,000); in the data active = a potency from the dose series; inconclusive = inhibition mostly from about 32% at the one dose, without a potency; inactive = the rest, 99 in 100 with inhibition below about 32%; note: strong numbers were not always called active
Rac1 GTP hydrolysis: MgcRacGAP GTPase-activating activity inhibitors, confirmation, biochemical, ADP Hunter fluorescence; Rac GTPase-activating protein 1 (Homo sapiens); MgcRacGAP-stimulated Rac1 GTP hydrolysis, ADP Hunter fluorescence; higher % means a stronger effect; GST-tagged Rac1 F28L mutant substrate; one-dose inhibition, % at 30 µM; IC50 in µM for titrated hits; actives 0.6% (n = 340,000); AID 624330, 2012;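 active = first-screen hits whose inhibition reached a set limit at any dose in the follow-up dose series; inconclusive = inhibition above the set first-screen limit but never retested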;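 note: fluorescence reports GDP produced by GAP-driven GTP hydrolysis; strong numbers were not always called active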
West Nile antiviral: West Nile virus antiviral activity, cell-based, CPE readout (AID 1621). actives 0.02% (n = 290,000). CPE inhibition, % at 10 µM; hits with a dose series show IC50 in µM. West Nile virus-infected cells, CPE inhibition; higher % means a stronger effect; in the data active = a potency from the dose series; inconclusive = CPE inhibition mostly from about 3.7% at the one dose, without a potency; inactive = the rest, 99 in 100 with CPE inhibition below about 2.2%; note: strong numbers were not always called active
NS5 inhibitors: Dengue-2 NS5 methyltransferase inhibitors, primary screen, biochemical, confirmation dose response (AID 588689) | actives 0.3% (n = 340,000) | Dengue-2 NS5 methyltransferase capping enzyme assay, biochemical; higher % means a stronger effect | inhibition, % at 25 µM; hits with a dose series show IC50 in µM; in the data active = a potency from the dose series; inconclusive = inhibition above about 29% without an active follow-up result
NTR1 ag cell count 20 µM: recorded beside NTR1 ag, whose call it bears; cell count; measured here: cell count, cytotoxicity flag
NS5 inhibitors pilot replicate: also measured in NS5 inhibitors; calls as there; inhibition, %; measured here: pilot screen replicate inhibition
Numbers without * were called inactive; ? = inconclusive; nt = no result given; [ ] = dose if it differs, or a comment.

SMILES | K1F lysis inhibition | AID2073 | SIAH1 antagonists | NTR1 ag | NTR1 ag cell count 20 µM | RSV antiviral HEp-2 | Large T inhibition | Rac1 GTP hydrolysis | West Nile antiviral | NS5 inhibitors | others
CN(CC(=O)Nc1ccccc1Cl)C(=O)CSc1ncc(C(F)(F)F)cc1Cl | 1.8% | ? | 1% | 2.6 | 48 | 2.8% | 12% | 5% | -1.2% | -1%
CCOc1ccc(S(=O)(=O)n2c(C)nc3ccccc32)cc1 | 0.2% | 12% | 1% | -1.0 | 72 | 1.2% | 1% | -3% | -0.2% | 1%
COc1ccc(C(=S)N2CCCC2)cc1 | 0.4% | 13% | -5% | 3.2 | 99 | -0.1% | 24% | 6% | -0.3% | -2%
O=C(O)/C=C/C(=O)Nc1ccc(Oc2ncnc3cc(Cl)ccc23)nc1 | nt | -6% | 5% | -0.9 | 35 | nt | 13% | nt | 0.1% | nt
CN(c1ccccc1C(=O)N1CCCC1)S(C)(=O)=O | -0.3% | 8% | 1% | -0.8 | 28 | 2.2% | -1% | -10% | -0.1% | -7%
CC(C)(C)OC(=O)N1CCC(CNC(=O)Nc2ccccc2)CC1 | 2.2% | -7% | 18% | -1.0 | 40 | nt | 4% | -6% | -0.3% | -10%
Cc1ccc(N(C(=O)c2csnn2)C(C(=O)NC2CCCCC2)c2cccnc2)cc1 (stereo unspecified) | -0.2% | 0% | 3% | -0.2 | 57 | 0.7% | 8% | 6% | -0.1% | -8%
O=C1CC(N2CCN(c3ccc(Cl)cc3)CC2)C(=O)N1c1ccccc1 (stereo unspecified) | 0.1% | 6% | -6% | -0.2 | 5 | 2.0% | 8% | 15% | 0.0% | -5%
Cc1ccc(CNC(=O)C2CCCN(S(=O)(=O)c3c(C)noc3C)C2)cc1 (stereo unspecified) | 3.7% | 2% | 5% | -2.7 | 38 | 1.0% | -10% | 2% | -0.6% | -2%
CN1CCN(S(=O)(=O)c2cccs2)CC1 | 0.3% | -1% | -3% | 2.4 | 32 | 0.9% | nt | 6% | 0.6% | 10%
Cc1cc(C)nc(SCCS(=O)(=O)Cc2ccc(Cl)cc2)n1 | 1.3% | 19% | -14% | 0.8 | 42 | 1.1% | 12% | 11% | -0.2% | -2%
c1ccc2c(c1)[nH]c1c3ccccc3sc21 | -0.1% | 2% | 1% | 4.1 | 82 | 8.2% | 8% | -5% | -1.0% | -8%
Cc1ccc(-n2ncc(C(=O)Nc3cc(Cl)ccc3Cl)c2C2CCNCC2)cc1 | 0.4% | -2% | 17% | 2.1 | 81 | -0.8% | 10% | -8% | 0.8% | 6%
CCC1Nc2ncnc(N3CCc4ccccc4C3)c2N(Cc2ccc(Cl)cc2)C1=O (stereo unspecified) | -0.3% | nt | nt | 9.8 | 53 | nt | nt | -3% | nt | -5%
Cc1ccc(CN2C(=O)C(CC(C)C)Nc3ncnc(N4CCOCC4)c32)cc1 (stereo unspecified) | 2.6% | nt | nt | 0.1 | 51 | nt | nt | 9% | nt | 12%
CSc1ccc(CN(C)CC(=O)NC(=O)NCCC2=CCCCC2)cc1 | 0.4%[50 µM] | nt | nt | 3.4 | 50 | 2.3% | nt | 3% | nt | -1%
CC(C)CC(C)NC(=O)c1ccc(C(F)(F)F)cc1 (stereo unspecified) | 0.3% | 9% | -3% | 2.6 | 54 | 5.6% | 5% | 5% | 0.6% | -7%
COC(=O)c1ccc(CN(C(C)=O)c2ccccc2)o1 | 1.5% | ? | -3% | -6.0 | 82 | 1.0% | -3% | 4% | -0.4% | 4%
O=c1c2ccccc2nnn1Cc1nnc(-c2ccccc2Br)o1 | 5.9% | 4% | -3% | -1.6 | 86 | 2.9% | 4% | 5% | -1.1% | -8%
O=C(Cn1cncn1)N/N=C/c1cc([N+](=O)[O-])ccc1O | 0.1% | 15% | 2% | 3.0 | 46 | 4.1% | 7% | 8% | 0.7% | -8%
COc1ccc(C(=O)CN2CCN(c3cc(C)nc4ccccc34)CC2)cc1 | nt | -6% | 6% | 1.2 | 37 | 1.2% | 14% | nt | -1.2% | nt
CCCCn1c(C(C)O)nc2ccccc21 (stereo unspecified) | 1.3% | -6% | 2% | -1.7 | 65 | 2.7% | 9% | 8% | 0.1% | 0%
O=C(NC(=S)NC1CCCCCC1)c1cncc(Br)c1 | 3.1% | -6% | -2% | 1.2 | 62 | 2.8% | 13% | 4% | -0.9% | -2%
O=C(C1CC(=O)N(c2ccc(F)cc2)C1)N1CCOCC1 (stereo unspecified) | -0.1% | 3% | 11% | -1.2 | 43 | 3.2% | 3% | 1% | -0.4% | -5%
CCOC(=O)c1c(C)[nH]c(C)c1S(=O)(=O)NCCc1sccc1C | 0.4% | 26% | -6% | 0.1 | 61 | ? | 12% | 4% | -0.7% | -9%
COc1ccccc1CNC(=O)CN1C(=O)NC2(CCCCCC2)C1=O | 0.9% | nt | nt | 1.2 | 71 | nt | nt | -4% | nt | -1%
COc1cc(/C=N/NC(=O)c2ccc(NS(=O)(=O)c3cccs3)cc2)cc(OC)c1O | 0.0%[50 µM] | nt | nt | 1.0 | 86 | -0.4% | nt | 9% | nt | 4%
Cc1ccc(S(=O)(=O)N2CCC3(CC2)OCCO3)c(C)c1 | 1.7%[50 µM] | 4% | 3% | -0.2 | 64 | 1.0% | 25% | 12% | -0.3% | 1%
CCCN(CCC)CCNC(=O)Cn1cnc2sc(C)c(S(=O)(=O)N3CCOCC3)c2c1=O | -0.6% | nt | nt | 2.8 | 101 | -0.2% | nt | 1% | nt | -2%
C#CCOCCOCCOCCNc1nc(N2CCN(C(=O)[C@H](CCC(=O)O)n3cc(C(N)Cc4ccc(O)cc4)nn3)CC2)nc(N2CCN(C(=O)[C@H](CCC(=O)O)n3cc(C(N)Cc4ccc(O)cc4)nn3)CC2)n1 (stereo partly specified) | nt | 27% | 0% | 0.4 | 82 | -0.8% | 6% | nt | 0.2% | nt
NC(=O)CNC(=O)C1CCCc2c1[nH]c1ccc(Cl)cc21 (stereo unspecified) | 1.5% | -7% | 2% | -0.1 | 60 | -3.1% | 0% | 6% | -0.3% | 3%
O=C(NCc1ccccc1)C(c1cccnc1)N(C(=O)c1csnn1)c1ccccc1 (stereo unspecified) | -0.2% | 5% | -6% | -2.0 | 40 | 2.3% | 4% | 1% | -0.3% | -3%
CC(=O)NNC(=O)c1sc(=S)n(C)c1C | 2.9% | 0% | 1% | 1.1 | 41 | 0.9% | 13% | 10% | 0.5% | -7%
O=C(Nc1ccccc1C(=O)NCc1cccnc1)c1ccco1 | 4.1% | 0% | -1% | -0.3 | 55 | 0.6% | 5% | 6% | -0.3% | -6%
O=C(CSc1nnc(-c2ccccc2)n1Cc1ccccc1)N1CCOCC1 | -0.8% | 4% | 0% | -0.3 | 70 | 1.4% | 10% | 1% | -1.1% | 2%
COc1ccc(CNS(=O)(=O)NCc2ccccc2F)cc1 | 0.3% | 9% | -3% | -1.5 | 95 | 1.2% | 6% | 10% | -0.1% | 1%
CC(=O)c1c(N2CCCC2)[nH]c(-c2ccccc2)nc1=S | 0.3% | -8% | -1% | -0.1 | 49 | 0.5% | 13% | 9% | -0.4% | -3%
CN(C(=O)C1CCC(=O)N(CCCN2CCCC2=O)C1)C(C1CC1)C1CC1 (stereo unspecified) | -0.1% | 13% | 6% | 1.3 | 67 | 2.2% | 2% | 3% | 0.5% | -7%
CCCCN(C)CCC(=O)Nc1ccc2c(c1)CCC2 | -1.4% | -25% | 14% | 0.6 | 38 | -1.8% | 24% | 6% | -0.2% | -4%
COc1ccc(OC)c(C2CC(=O)OC3=C2C(=O)CC(C)(C)C3)c1 (stereo unspecified) | 0.6% | 14% | -3% | -1.3 | 53 | 1.3% | 29% | 6% | 0.2% | 7%
CCCCc1ccc(NC(=O)N[C@H](C(=O)O)C(C)CC)cc1 (stereo partly specified) | 0.4% | -4% | 9% | 0.6 | 30 | 4.2% | 4% | 10% | 0.2% | -4%
Cc1cc(C(=O)NCC(c2ccco2)N(C)C)no1 (stereo unspecified) | 0.2% | 5% | 14% | 0.8 | 94 | 2.8% | 11% | 4% | 0.6% | 1% | NS5 inhibitors pilot replicate=0.9
COc1ccc(C(=O)Nc2cc(-c3ccccc3)nn2-c2ccccc2F)cc1 | 1.2% | nt | nt | -0.2 | 60 | 2.2% | 13% | 5% | nt | -6%
O=C(COc1cc([N+](=O)[O-])cc2cccnc12)NCCC1=CCCCC1 | 0.1% | -12% | -1% | 1.5 | 63 | 17% | 10% | 4% | -0.4% | 4%
CON(C)S(=O)(=O)c1ccc2c(c1)NC(=O)C1CCCN21 (stereo unspecified) | -0.9% | -2% | 0% | -0.7 | 87 | 2.5% | 9% | 6% | 0.1% | -10%
Cc1noc(C)c1C(=O)N1CCN(S(=O)(=O)c2ccc(F)cc2)CC1 | -0.1% | 2% | 0% | 0.6 | 68 | 0.8% | 9% | 11% | 0.3% | 2%
Cc1ccc(-c2cc(C(=O)Nc3cc(C(=O)O)ccc3C)c3ccccc3n2)cc1 | nt | 11% | 7% | 3.0 | 42 | -0.7% | 2% | nt | 0.5% | nt
CCSc1nnc(NC(=O)[C@@H](NC(=O)c2ccc(C(C)(C)C)cc2)C(C)C)s1 | 4.6% | 8% | 10% | 2.3 | 77 | 21% | -2% | 14% | -1.5% | 0%
CC(OC(=O)CCN1C(=O)C2CC=CCC2C1=O)C(=O)Nc1cccc(C#N)c1 (stereo unspecified) | 0.3%[50 µM] | nt | nt | -0.9 | 61 | -1.5% | 3% | -3% | nt | 4%
O=C(NCCC(NS(=O)(=O)OCC(Cl)(Cl)Cl)c1ccccc1)C(F)(F)F (stereo unspecified) | -0.1% | 3% | 1% | -3.7 | 70 | -0.2% | 8% | 11% | -1.6% | -8%
COC(=O)c1ccccc1NC(=S)NC(=O)COc1ccccc1Cl | 0.4% | -7% | -1% | -0.9 | 94 | 2.2% | 5% | 3% | nt | -3% | NS5 inhibitors pilot replicate=-3.2
